Bioassay records from PubChem.
p53ts 39C tox – p53ts cell cytotoxicity, nonpermissive temperature; H1299-p53A138V viability at 39C, ATP luminescence, 24 h; Potency, µM (series often up to 46.1 µM), without a hit: at the top dose activity change, negative = cell killing, most hits filed as cytotoxic; 130,000 tested, 1.5% active; AID 902; also: nearly all actives have a fitted effect of over 55% in size
IkB sig inh – suppresses IkB signaling in ABC-DLBCL reporter cells; Potency, µM (titrated, usually from 57.1 µM), without a hit: at the top dose IkBa stabilization activation; 110,000 tested, 0.04% active; ABC-DLBCL IkBa-CBG/CBR dual luciferase ratio, 4 h; response scale: scaled: untreated 0%, proteasome inhibitor 100%; active = well fitted curve in the direction sought with a large enough effect in the signal ratio, not every such curve was filed as active; inconclusive = small, poorly fitted or top-dose-only effect, or a change in a side signal; the % refers to the signal ratio;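 also: the direction sought is a rising ratio; 0% = basal untreated cells and 100% = reference inhibitor full response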
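In this assay, an IκBα–CBG68 fusion accumulates when IKK-driven degradation is blocked; native CBR normalizes for cell number. OCI-Ly3 cells were treated 4 h with compound and doxycycline, then green and red light read after Chroma-Glo addition.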
Imprint erasure – genomic imprint erasure induction; mouse ES Peg3-LacZ reporter, beta-gal luminescence, 40 h; Potency, µM (titrated, usually from 60.7 µM), for inactives: at the highest dose activity change, positive = activation, most hits filed as activators; 110,000 tested, 0.02% active;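 also: 0% = negative control wells on the plate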
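Each well holds 300 Peg3LacZ-Neo (maternal) female ES cells incubated 40 h at 37C, 5% CO2. LacZ is measured by BetaGlo luminescence, with AC50 and maximum efficacy derived from dose-response curves.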
p53ts 32C tox – p53ts cell cytotoxicity, permissive temperature | H1299-p53A138V at 32C, ATP luminescence viability, 24 h | Potency, µM (highest dose often 46.1 µM), inactives show top-dose activity change, negative = cytotoxicity, hits mostly cytotoxic | 130,000 tested, 0.93% active | AID 924;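 also: 0% = DMSO and -100% = full killing by reference compound; nearly all actives have a fitted effect of over 55% in size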
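Cells: H1299 p53ts (A138V), 600/well, pre-incubated 16–30 h at 37C. Cpd up to 46 uM, 24 h, 32C. Readout: ATPlite luminescence, 20 min RT. Normalization: DMSO vs tamoxifen 100 uM. AC50 by Hill equation.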
Starred values were filed as active, the others as inactive; ? = inconclusive; / = not tested or not shown; [ ] = another dose, or the depositor's remark. Unless noted, calls follow the shape of the dose curve; as a rule, active = well fitted curve in the direction sought with a large enough effect; inconclusive = small, poorly fitted or top-dose-only effect, or another doubt; inactive = no such curve, though single readings can be large; an effect the other way counts as inactive or inconclusive. Unless noted, % is scaled to controls: 0 for no effect and ±100 for the full control effect; potency is read from the fitted curve at half-maximal effect.

Values run as follows: p53ts 39C tox, IkB sig inh, Imprint erasure, p53ts 32C tox
Cc1ccc(S(=O)(=O)N2CCN(CC(=O)N/N=C\c3ccc(Cl)c([N+](=O)[O-])c3)CC2)cc1
→ -24%, /, /, -8%
Cc1nc2ccc(S(=O)(=O)NCC(=O)N3CCN(c4ccccn4)CC3)cc2s1
→ 11%, 0.7%, -10%, 4%
Cc1ccc(NC(=O)Cc2ccc(NC(=O)N3CCCCc4ccccc43)cc2)cc1
→ -27%, ?, -8%[10.9 µM], 3%
Cn1c(=O)nc2n(-c3ccc(Cl)c(Cl)c3)c3cc(Cl)ccc3cc-2c1=O
→ 3%, ?, -4%[10.9 µM], 12%
COc1ccc(O[C@H]2C=C[C@@H](c3ccccc3)O[C@H]2CO/N=C2/c3cc(OC)ccc3O[C@@H](c3cccc(OC)c3)[C@H]2O)cc1
→ -2%[9.22 µM], /, /, 0%[9.22 µM]
COc1ccc(NC(=O)NCc2c(-n3cccc3)sc3c2CCCC3)c(OC)c1
→ -3%, -1.3%, -7%[10.9 µM], 2%
Cc1c(N(C)C)nc2ccccc2c1N
→ -2%, -0.4%, -9%, -1%
O=C(Nc1ccccc1C(F)(F)F)C1CCN(S(=O)(=O)Cc2ccccc2)CC1
→ 7%, ?, -6%[10.9 µM], 3%
COc1cc(S(=O)(=O)N(Cc2ccco2)C2CCCC2)ccc1-n1cnnn1
→ -4%, 1.4%, -2%, -16%
COc1ccc(-c2nc(C#N)c(NCCc3ccccc3)o2)cc1OC
→ -26%, ?, -58%[inhibitor], -17%
Cc1ccc(-c2cc(-c3ccccc3)c(C#N)c(SCC(O)CS(=O)(=O)Cc3ccccc3)n2)cc1 (stereo not drawn)
→ 6%, 2.1%, -7%[10.9 µM], 18%
COc1ccc2ccc3c(c2c1)N=CC1(O3)N(C)c2ccccc2C1(C)C (stereo not drawn)
→ -9%, /, /, -12%
C=CCN(C(=O)CNS(=O)(=O)c1ccccc1)C(C(=O)NCCOC)c1ccncc1 (stereo not drawn)
→ 4%, 0.2%, 7%, 2%
O=C(COc1ccccc1Cl)Nc1ccc2c(c1)OCCO2
→ ?, ?, -14%, ?
Cc1cccc(C2CC(c3ccccc3)Nc3nc(N)nn32)c1 (stereo not drawn)
→ 0%, -4.1%, -2%, -5%
CC1(C)N=C(SCc2ccc(Cl)cc2)c2ccccc2N1
→ -27%, ?, -7%[10.9 µM], -17%
CCN(CC)CC(C)OC(=O)COc1ccc(OC)cc1 (stereo not drawn)
→ -1%, /, /, -5%
COc1cc(C2Nc3ccccc3-c3cc(C)nn32)ccc1O (stereo not drawn)
→ 2%, 5.4%, ?, 2%
CC(C)=CC(=O)Nc1ccc(Br)cc1
→ -15%, -0.5%, -59%[inhibitor], -24%
O=C(Nc1ccccc1)Nc1ccccc1C(=O)NCc1ccco1
→ -3%, ?, -55%[inhibitor], -4%
CN(C)c1ccc(C(=O)Nc2sc(Nc3ccccc3)nc2C(N)=O)cc1
→ -15%, ?, 21%[10.9 µM], -26%
CCN1CCc2nc3sc(C(=O)c4ccccc4)c(N)c3cc2C1
→ -24%, ?, -4%[10.9 µM], -2%
CCNC(=O)c1c(NC(=O)c2nc(S(=O)(=O)CC)ncc2Cl)sc2c1CCCC2
→ 3.2µM*, ?, -39%[inhibitor][10.9 µM], ?
Cc1c(-c2ccc(Cl)cc2)c(=O)oc2c(CN3CCCC3)c(O)ccc12
→ -22%, 0.6%, -7%[10.9 µM], 0%
CCCOc1ccc(/C(O)=C2/C(=O)C(=O)N(CCN(C)C)C2c2ccc(O)c(OC)c2)cc1 (stereo not drawn)
→ 2%, 0.9%, -5%, -7%
Cc1nnc(NCc2ccco2)c2ccccc12
→ -10%, 0.0%, -4%, 7%
COc1ccc(CN2C(=O)NC3(CCCCCC3)C2=O)cc1F
→ 3%, 0.0%, -11%, -8%
O=[n+]1c2c(n([O-])c3cc(Br)ccc31)CCC2
→ -1%, 3.0%, 15%, 9%
COc1cccc(-c2nnc(SCc3nc4ccccc4[nH]3)n2N)c1
→ 6%, -1.4%, 5%, 17%
CSc1nc(=NC(C)=O)ss1
→ 1%, -2.7%, -23%, -3%
COc1ccc2cc(CN(Cc3cccs3)Cc3nnnn3Cc3ccccc3)c(=O)[nH]c2c1
→ -9%, /, /, 4%
COC(=O)c1cn(-c2ccccc2)nc1-c1cccnc1
→ 1%, -3.4%, -10%, 5%
CCOC(=O)c1c(SCC(=O)Nc2nc3ccc(C)cc3s2)nc(=O)[nH]c1C
→ -24%, ?, -15%[10.9 µM], 1%
COCCCNC(=O)c1ccc(Cn2c(=O)c3ccccc3n(Cc3ccccc3C)c2=O)cc1
→ -18%, 2.7%, -7%[10.9 µM], 4%
CCc1ccc(NCc2cc3ccc(OC)cc3n(CC(=O)Nc3c(C)cc(C)cc3C)c2=O)cc1
→ -23%, 0.4%, 13%[10.9 µM], -5%
Cc1ccccc1NC(=O)CSc1nnc(Cc2ccccc2)o1
→ -10%, /, /, 3%
C/C(CCc1oc2ccc(Cl)cc2c1-c1ccc(C)o1)=N\O
→ -4%, /, /, -10%
CCOC(=O)C(NC(=O)OC(C)C)(Nc1nccs1)C(F)(F)F (stereo not drawn)
→ -13%, 1.0%, -4%, -1%
CCOC(=O)CSC1=Nc2ccccc2C2=NC(CC(=O)NCc3ccc(OC)cc3)C(=O)N12 (stereo not drawn)
→ -12%, -1.7%, -23%, 3%
Cc1ccc(-n2nc(C)c3nc(CCC(=O)Nc4cccc(C)c4C)c(=O)n(C)c32)cc1
→ -6%, 0.4%, -4%[10.9 µM], -4%

Rewritten with each value named: entries from further up
> CCNC(=O)c1c(NC(=O)c2nc(S(=O)(=O)CC)ncc2Cl)sc2c1CCCC2
- p53ts 39C tox = 3.2µM*
- IkB sig inh = ?
- Imprint erasure = -39%[inhibitor][10.9 µM]
- p53ts 32C tox = ?

> Cc1c(-c2ccc(Cl)cc2)c(=O)oc2c(CN3CCCC3)c(O)ccc12
- p53ts 39C tox = -22%
- IkB sig inh = 0.6%
- Imprint erasure = -7%[10.9 µM]
- p53ts 32C tox = 0%

> CCCOc1ccc(/C(O)=C2/C(=O)C(=O)N(CCN(C)C)C2c2ccc(O)c(OC)c2)cc1 (stereo not drawn)
- p53ts 39C tox = 2%
- IkB sig inh = 0.9%
- Imprint erasure = -5%
- p53ts 32C tox = -7%

> Cc1nnc(NCc2ccco2)c2ccccc12
- p53ts 39C tox = -10%
- IkB sig inh = 0.0%
- Imprint erasure = -4%
- p53ts 32C tox = 7%

(more compounds)
Values run as follows: p53ts 39C tox, IkB sig inh, Imprint erasure, p53ts 32C tox
C=CCSc1nnc2c(n1)OC(c1cccnc1)N(C(C)=O)c1ccccc1-2 (stereo not drawn)
→ 0%, 0.2%, -10%, 2%
COc1ccc(NC(=O)C(NS(=O)(=O)c2ccc3c(c2)CCCC(=O)N3)C(C)C)c(OC)c1 (stereo not drawn)
→ 9%, -1.8%, 11%[10.9 µM], 13%
Cc1ccccc1NC(=S)N1CCN(Cc2ccc3c(c2)OCO3)CC1
→ 11%, /, /, -1%
Cc1ccc(S(=O)(=O)N(C)CC(=O)N2CCOCC2)cc1
→ 4%, -0.2%, 0%, 5%
CCn1c(CNC(=O)c2ccc(OC)c(OC)c2)nnc1SCC(=O)c1ccc(OC)cc1
→ 2%, -1.4%, -34%[inhibitor], 1%
Cc1ccc2oc(-c3cc(NC(=O)c4ccco4)ccc3Cl)nc2c1
→ -18%, ?, -1%[10.9 µM], ?
O=C(COC(=O)Cn1cnc2ccccc21)Nc1ccc2c(c1)OCCO2
→ -6%, 0.9%, -6%, 0%
COc1cc2c(cc1O)C(Cc1ccc(O)cc1)[N+](C)(C)CC2 (stereo not drawn)
→ -2%, /, 8%, -4%
CCOC(=O)c1coc(CNC(=O)c2c(C)oc3c2CCCC3)c1
→ -3%, 2.8%, /, 0%
CCCc1nn2c(=O)cc(COC(=O)c3cccc(NC(=O)COc4ccc(F)cc4)c3)nc2s1
→ -16%, ?, 5%[10.9 µM], -1%
O=C(c1ccco1)N1CCN(CC(O)COc2ccc3oc4ccccc4c3c2)CC1 (stereo not drawn)
→ -16%, ?, -20%, -1%
COc1cccc(CC(=O)Nc2c(C(=O)N3CCN(c4ccccc4F)CC3)oc3ccccc23)c1
→ -12%, ?, -12%[10.9 µM], -6%
O=C(c1cc2c(s1)CCC2)N1C(=O)c2ccccc2S1(=O)=O
→ -10%, 1.1%, 0%, 0%
CN1CCN(C(CNC(=O)c2c(F)cccc2F)c2ccc3c(c2)OCO3)CC1 (stereo not drawn)
→ -16%, 1.2%, ?, 8%
CC1CCN(C(=O)CSc2nnc(-c3ccccc3)o2)CC1
→ -7%, -4.0%, -5%[10.9 µM], -1%
CN(Cc1ccccc1)C(=O)c1cc(-c2cccc(Cl)c2)on1
→ 2%, ?, -10%[10.9 µM], 5%
CCC1(C)CC(=O)c2c(ccc3oc(C(=O)Nc4ccc(C(C)=O)cc4)c(C)c23)O1 (stereo not drawn)
→ -27%, -0.8%, 8%[10.9 µM], -8%
C[C@@]12CC[C@@H]3c4ccc(O)cc4CC[C@H]3[C@H]1CC[C@H]2O
→ -14%[20.6 µM], 4.2%[25.6 µM], -6%[16.8 µM], -4%[20.6 µM]
O=C(c1ccccc1)N1CCN(CCc2ccccn2)CC1
→ -6%, 1.0%, -13%[10.9 µM], -8%
COc1ccc(N(C(=O)c2ccccc2C)S(=O)(=O)c2ccc3c(c2)n(C)c(=O)n3C)cc1
→ -13%, 1.2%, -4%[10.9 µM], 4%
O=S(=O)(c1ccccc1)N1CCC[C@@]2(CCN(c3cccc(-c4ccccc4)c3)C2)C1
→ -15%, 2.3%[11.4 µM], /, -8%
CCOC(=O)C1CCCN(C(=O)c2cncc(Br)c2)C1 (stereo not drawn)
→ 3%, 0.9%, -1%, 5%
CCc1ccccc1NC(=O)c1nnn(Cc2ccc(Cl)cc2)c1N
→ -5%, -1.1%, 17%[10.9 µM], -10%
CCOC(=O)CCCNC(=O)CN1C(=O)NC2(CCCCCC2)C1=O
→ -3%, 0.0%, -9%, 5%
O=C(NCc1ccccn1)C1CCCN(S(=O)(=O)c2ccccc2)C1 (stereo not drawn)
→ 6%, 1.9%, -3%, -5%
CCCOc1ccc(C(=O)N(Cc2cccs2)C2CCS(=O)(=O)C2)cc1 (stereo not drawn)
→ 38%[activator], -1.9%, -12%[10.9 µM], -7%
Cc1cc(C)nc(/N=C2\NC(=O)CC3C(=O)NCCN23)n1 (stereo not drawn)
→ 20%, -0.3%, -5%, -5%
Cc1ccc(C(=O)SC2=NCCS2)cc1
→ 22%, /, /, 8%
COc1ccccc1CNC(=O)c1ccc2c(c1)N(Cc1c(F)cccc1Cl)C(=O)CS2
→ 8%, ?, -10%[10.9 µM], 8%
COc1cc(C2C3CN(C)CC=C3C(C#N)=C(N)C2(C#N)C#N)ccc1OC(C)C (stereo not drawn)
→ -3%, 1.7%, -4%, -1%
COc1ccc(C)cc1NC(=O)NCCC1=CCCCC1
→ -12%, -3.6%, -26%, -15%
CC1=C(C#N)C(c2ccc3ncccc3c2)C(C#N)=C(C)N1
→ -6%, 0.2%, -16%, 4%
Cc1ccc(-n2c(O)c(/C=N/n3cnnc3)c3ccccc3c2=O)cc1
→ 8%, /, /, -1%
O=C(NCc1ccc(Cl)cc1)c1ccc2c(c1)NC(=O)C(CS(=O)(=O)Cc1ccc(F)cc1Cl)N2 (stereo not drawn)
→ ?, ?, -5%[10.9 µM], -15%
Fc1ccc(Nc2ncncc2-c2ccoc2)cc1
→ 3%, 4.9%[11.4 µM], -2%, 13%
CCOC(=O)C1=C(N)n2c(s/c(=C\c3cccs3)c2=O)=C(C(=O)OCC)C1c1cccs1 (stereo not drawn)
→ 11%, ?, -9%, -6%
C1CCc2nnc(-c3nnc4n3CCCCC4)n2CC1
→ 8%, 0.4%, -7%, -6%
CCNc1ncc2nc(-c3cccs3)c(=O)n(Cc3cccs3)c2n1
→ -5%, -1.2%[11.4 µM], -9%, -4%
CCCCC(c1nnnn1CCOC)N1CCN(C)CC1 (stereo not drawn)
→ 16%, /, /, 7%
COC(=O)c1ccc(CSc2nc3c([nH]c4ccccc43)c(=O)n2-c2ccc(F)cc2)o1
→ -28%, 2.3%, -9%[10.9 µM], 9%
Cc1[nH]c2ccccc2c1-c1nc2ccccc2[nH]1
→ -12%, ?, -22%, -4%
CCOC(=O)c1ccccc1NC(=O)N1CCc2c(sc(C)c2CC)C1c1ccccc1 (stereo not drawn)
→ 12%, 0.8%, -19%[10.9 µM], -2%
